# hIAP block – human IAP inhibitors, primary screen, biochemical, luminescence, uHTS; Intestinal-type alkaline phosphatase (Homo sapiens), P09923; purified IAP, CDP-Star luminescence, 30 min; inhibition, % at 10 µM; 330,000 tested, 0.12% active; AID 2544, 2010;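 active = inhibition reaching a set limit with compound at 10 µM in the primary screen, cut at about 35% in these data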;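 also: plate controls were DMSO wells with enzyme for no effect and no-enzyme buffer wells for full effect; values of inactives mirror those of a sister screen read the other way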
# Target sequence (P09923 whole entry, looked up): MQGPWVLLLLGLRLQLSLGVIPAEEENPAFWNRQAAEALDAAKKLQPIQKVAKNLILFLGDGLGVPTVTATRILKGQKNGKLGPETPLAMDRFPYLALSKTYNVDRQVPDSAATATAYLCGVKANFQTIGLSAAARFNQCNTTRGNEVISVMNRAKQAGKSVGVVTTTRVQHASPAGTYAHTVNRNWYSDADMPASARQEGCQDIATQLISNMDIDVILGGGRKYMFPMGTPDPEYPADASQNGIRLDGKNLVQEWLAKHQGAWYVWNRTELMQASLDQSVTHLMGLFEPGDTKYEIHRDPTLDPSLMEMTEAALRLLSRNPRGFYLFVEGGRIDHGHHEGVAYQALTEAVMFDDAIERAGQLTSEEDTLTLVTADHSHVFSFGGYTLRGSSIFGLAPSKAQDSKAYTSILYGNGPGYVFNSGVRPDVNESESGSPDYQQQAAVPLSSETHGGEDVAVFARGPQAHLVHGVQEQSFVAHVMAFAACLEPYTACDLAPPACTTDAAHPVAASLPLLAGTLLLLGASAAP
# NLRP3 yeast inh – NALP3 inflammasome inhibitors in reconstituted yeast, primary screen, luminescence, uHTS | Yeast reconstituted NLRP3/ASC/caspase-1, beta-gal luminescence, 24 h | inhibition, % at 10 µM | 330,000 tested, 0.39% active | AID 2825, 2010;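 active = inhibition of 50% or more; inactive = inhibition below 50%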;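 also: plate controls were induced DMSO wells for no effect and uninduced yeast grown without galactose for full effect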
# Apaf-1 inh – inhibitors of human Apaf-1 apoptosome, primary screen, biochemical, DEVD-Rh110 fluorescence, uHTS | Apoptotic protease-activating factor 1 (Homo sapiens), O14727 | reconstituted apoptosome caspase-3 activity | inhibition, % at 20 µM | 330,000 tested, 0.71% active | AID 489030, 2010; active = inhibition of at least 40% at 20 µM;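 also: plate controls were DMSO wells for no effect and DEVD-CHO caspase inhibitor wells for full effect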
#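 Material: cell-free apoptosome with Apaf-1, procaspase-3 and caspase-9; Buffer or medium: Hepes pH 7.5 with detergent and BSA; Reagent: cytochrome c trigger plus (Z-DEVD)2-Rh110 caspase-3 substrate; Times: compound with Apaf-1, dATP, procaspase-3 30 min, then 50 min reaction, room temperature; Technique: Rh110 fluorescence intensity.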
# ATG4B inh – ATG4B protease inhibitors, primary screen, biochemical, fluorescence, uHTS; Cysteine protease ATG4B (Homo sapiens), Q9Y4P1; ATG4B cleavage of LC3-PLA2, NBD-HPC fluorescence, 1 h; inhibition, % at 8.33 µM; 340,000 tested, 0.51% active; AID 504462, 2011; in the data active = inhibition above about 40%
# Target sequence (Q9Y4P1 whole entry, looked up): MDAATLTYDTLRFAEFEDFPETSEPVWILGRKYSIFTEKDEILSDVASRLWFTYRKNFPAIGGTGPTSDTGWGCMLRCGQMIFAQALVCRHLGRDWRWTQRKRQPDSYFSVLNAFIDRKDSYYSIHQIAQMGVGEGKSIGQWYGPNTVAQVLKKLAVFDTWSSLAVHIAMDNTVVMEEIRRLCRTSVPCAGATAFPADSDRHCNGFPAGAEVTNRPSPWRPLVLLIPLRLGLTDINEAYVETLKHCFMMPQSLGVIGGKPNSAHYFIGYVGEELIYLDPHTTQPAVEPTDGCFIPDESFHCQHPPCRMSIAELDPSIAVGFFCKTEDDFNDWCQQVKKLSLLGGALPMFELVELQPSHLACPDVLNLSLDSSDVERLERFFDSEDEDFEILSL
# tim10-1 inh – growth inhibitors of tim10-1 mutant yeast, primary screen, luminescence, uHTS; S. cerevisiae tim10-1 ts strain growth, BacTiter-Glo, 24 h; inhibition, % at 20 µM; 330,000 tested, 2.2% active;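 active = inhibition of at least 40%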;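 also: mutant grown at 25 °C; 0% = DMSO wells with yeast and 100% = wells holding no yeast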
# mIAP inh – inhibitors of mouse IAP, primary screen, biochemical, luminescence, uHTS; intestinal alkaline phosphatase [Mus musculus]; purified mouse IAP, CDP-Star luminescence, 30 min; inhibition, % at 10 µM; 330,000 tested, 0.2% active;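 active = inhibition of at least 40% at 10 µM in the primary screen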;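 also: plate controls were DMSO with enzyme for no effect and no enzyme wells for full effect; values of inactives mirror those of a sister screen read the other way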
# TIM10 inh – growth inhibitors of isogenic TIM10 control yeast, primary screen, counter-screen for tim10-1 yeast inhibitor project, luminescence, uHTS. inhibition, % at 10 µM. S. cerevisiae TIM10 strain growth, BacTiter-Glo luminescence, 24 h. 330,000 tested, 1.4% active;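 active = inhibition of 40% or more at the single tested concentration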;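 also: wild-type TIM10 isogenic control strain grown at permissive 25 °C; 0% = DMSO yeast wells and 100% = minimal medium wells without yeast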
# mIAP activ – activators of mouse IAP, primary screen, biochemical, luminescence, uHTS; intestinal alkaline phosphatase [Mus musculus]; muIAP, CDP-Star luminescence, 30 min; hits give high values; 1 = vehicle-only enzyme signal, 0 = enzyme-free wells; activation factor at 10 µM; 330,000 tested, 0.24% active;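 active = activation factor of at least 2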; also: the source names both 10 and 20 µM as test concentration; values of inactives mirror those of a sister screen read the other way
#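 Assay system: mouse IAP enzyme; Reagent: CDP-Star chemiluminescent phosphatase substrate; Compound: DMSO-dissolved test compounds; Incubation: 30 min, room temperature; Technique: luminescence from enzymatic CDP-Star hydrolysis; Controls: DMSO-only wells and no-enzyme negative control.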
# hIAP act – human IAP activators, primary screen, biochemical, luminescence, uHTS; 330,000 tested, 0.16% active; activation factor at 10 µM; AID 2524, 2010; Intestinal-type alkaline phosphatase (Homo sapiens), P09923; purified human IAP, CDP-Star luminescence, 30 min; hits give high values; 1 = vehicle-only enzyme, 0 = enzyme-free background;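 active = activation factor of the enzyme at least 2-fold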; also: the source names both 10 and 20 µM as test concentration; values of inactives mirror those of a sister screen read the other way
# * hit, by the source's call; . = not tested or not shown.
SMILES,hIAP block,NLRP3 yeast inh,Apaf-1 inh,ATG4B inh,tim10-1 inh,mIAP inh,TIM10 inh,mIAP activ,hIAP act
COc1cccc(NC(=O)CN(C)CC(=O)NC(C)c2ccccc2)c1 (centres undefined),-16,-16,-17,-2,-3,-7,-22,1.1,1.2
CCc1ccccc1NC(=O)c1cc2sccc2n1C,-8,44,9,0,15,-5,-1,1,1.1
Cc1cc2c(cc3c(=O)n(CC(=O)NCCCN4CC(C)CC(C)C4)ncn32)s1 (centres undefined),-7,-9,7,-2,18,1,-3,0.99,1.1
Cn1c(SCc2ccccc2C#N)nc2ccccc2c1=O,3,28,14,10,8,-3,5,1,0.97
CNS(=O)(=O)c1ccc(OC)c(-c2nnc3c4ccccc4c(C)nn23)c1,-11,8,6,-3,-1,-4,-9,1,1.1
Cc1ccc(-c2nnn(CC(=O)NCC3CC3)n2)o1,15,-7,-6,-10,2,0,24,1,0.85
COc1ccc(NC(=O)COC(=O)CC23CC4CC(CC(C4)C2)C3)c([N+](=O)[O-])c1,7,26,3,-11,25,5,3,0.95,0.93
COc1ccc(NC(=O)CSc2nnc(-c3ccccn3)n2N)c(OC)c1,2,1,9,-4,-5,-2,3,1,0.98
Cc1ccccc1-n1c(SCC(=O)N2CCC(C(=O)O)CC2)nnc1-c1ccncc1,-3,2,-6,6,-2,-8,4,1.1,1
Cc1ccc(S(=O)(=O)c2nnn3c2nc(N2CCN(c4ccccn4)CC2)c2ccccc23)cc1,12,10,19,9,20,2,14,0.98,0.88
Cn1cc(CNC(=O)C2CCC(=O)N(Cc3ccccc3F)C2)cn1 (centres undefined),-7,-2,-1,4,19,-4,-1,1,1.1
Cc1cc(C(=O)Nc2ccc(Nc3ccccc3)cc2)ccc1[N+](=O)[O-],7,19,4,-5,-13,13,-4,0.87,0.93
COc1cc(/C=C/C(=O)OCC(=O)NCCc2ccc(S(N)(=O)=O)cc2)ccc1OCC#N,3,13,0,-4,-3,-3,-10,1,0.97
O=C(O)CCC(=O)N1CCN(c2ncccn2)CC1,-2,3,-12,-2,-15,-10,-21,1.1,1
CC(O)Cc1nsc(NC(=O)c2ccc(Br)o2)n1 (centres undefined),-12,-15,0,-1,-7,2,-27,0.98,1.1
CCOC(=O)N1CCN(C(=O)COc2ccc3ccccc3c2Br)CC1,-11,26,12,-7,2,0,21,1,1.1
O=C(CCNS(=O)(=O)/C=C/c1ccccc1)NCCc1c[nH]c2ccccc12,-8,19,4,-7,4,-3,-1,1,1.1
COCCNS(=O)(=O)c1cc(-c2nn(C)c(=O)c3ccccc23)ccc1C,2,12,7,-10,20,0,-27,1,0.97
CC(C)(C)OC(=O)C[C@@H]1C/C=C\C[C@@H](CC(=O)N(CCO)Cc2ccccc2)C(=O)N[C@H](Cc2c[nH]c3ccccc23)COC1=O,4,12,22,-23,-4,-8,-5,1.1,0.96
COc1ccc(C2C(C(C)=O)=C(C)Nc3ncnn32)cc1 (centres undefined),10,6,-16,10,-12,6,2,0.94,0.9
Cn1c(C(=O)O)c(CC(=O)NCC2COc3ccccc3O2)c2ccccc21 (centres undefined),9,10,-3,-5,14,-3,8,1,0.91
Cc1cc(=O)n2c(n1)OC(CO)C2 (centres undefined),-3,19,-21,8,15,0,14,1,1
CCOC(=O)/C=C1\SCC(=O)N1CC(=O)Nc1ccc(OC)c(OC)c1,-23,9,4,-1,3,-3,-16,1,1.2
CCOc1ccccc1NS(=O)(=O)c1ccc2c(c1)n(C)c(=O)c(=O)n2C,1,10,2,14,0,8,0,0.92,0.99
CC1=CC(c2ccccc2)=NS(=O)(=O)N1,.,.,3,8,-4,5,6,0.95,.

# Ordered by SMILES length (smallest number first): some entries from above.
SMILES,hIAP block,NLRP3 yeast inh,Apaf-1 inh,ATG4B inh,tim10-1 inh,mIAP inh,TIM10 inh,mIAP activ,hIAP act
Cc1cc(=O)n2c(n1)OC(CO)C2 (centres undefined),-3,19,-21,8,15,0,14,1,1
CCc1ccccc1NC(=O)c1cc2sccc2n1C,-8,44,9,0,15,-5,-1,1,1.1
O=C(O)CCC(=O)N1CCN(c2ncccn2)CC1,-2,3,-12,-2,-15,-10,-21,1.1,1
CC(O)Cc1nsc(NC(=O)c2ccc(Br)o2)n1 (centres undefined),-12,-15,0,-1,-7,2,-27,0.98,1.1
Cc1ccc(-c2nnn(CC(=O)NCC3CC3)n2)o1,15,-7,-6,-10,2,0,24,1,0.85
COc1ccc(C2C(C(C)=O)=C(C)Nc3ncnn32)cc1 (centres undefined),10,6,-16,10,-12,6,2,0.94,0.9
Cn1cc(CNC(=O)C2CCC(=O)N(Cc3ccccc3F)C2)cn1 (centres undefined),-7,-2,-1,4,19,-4,-1,1,1.1
COc1cccc(NC(=O)CN(C)CC(=O)NC(C)c2ccccc2)c1 (centres undefined),-16,-16,-17,-2,-3,-7,-22,1.1,1.2
COc1ccc(NC(=O)CSc2nnc(-c3ccccn3)n2N)c(OC)c1,2,1,9,-4,-5,-2,3,1,0.98
CCOC(=O)/C=C1\SCC(=O)N1CC(=O)Nc1ccc(OC)c(OC)c1,-23,9,4,-1,3,-3,-16,1,1.2
COCCNS(=O)(=O)c1cc(-c2nn(C)c(=O)c3ccccc23)ccc1C,2,12,7,-10,20,0,-27,1,0.97
Cc1cc(C(=O)Nc2ccc(Nc3ccccc3)cc2)ccc1[N+](=O)[O-],7,19,4,-5,-13,13,-4,0.87,0.93
O=C(CCNS(=O)(=O)/C=C/c1ccccc1)NCCc1c[nH]c2ccccc12,-8,19,4,-7,4,-3,-1,1,1.1
Cc1ccccc1-n1c(SCC(=O)N2CCC(C(=O)O)CC2)nnc1-c1ccncc1,-3,2,-6,6,-2,-8,4,1.1,1
COc1cc(/C=C/C(=O)OCC(=O)NCCc2ccc(S(N)(=O)=O)cc2)ccc1OCC#N,3,13,0,-4,-3,-3,-10,1,0.97
Cc1ccc(S(=O)(=O)c2nnn3c2nc(N2CCN(c4ccccn4)CC2)c2ccccc23)cc1,12,10,19,9,20,2,14,0.98,0.88
COc1ccc(NC(=O)COC(=O)CC23CC4CC(CC(C4)C2)C3)c([N+](=O)[O-])c1,7,26,3,-11,25,5,3,0.95,0.93
CC(C)(C)OC(=O)C[C@@H]1C/C=C\C[C@@H](CC(=O)N(CCO)Cc2ccccc2)C(=O)N[C@H](Cc2c[nH]c3ccccc23)COC1=O,4,12,22,-23,-4,-8,-5,1.1,0.96

# Following part.
SMILES,hIAP block,NLRP3 yeast inh,Apaf-1 inh,ATG4B inh,tim10-1 inh,mIAP inh,TIM10 inh,mIAP activ,hIAP act
O=C1CC(N2CCC(c3nc4ccccc4[nH]3)CC2)C(=O)N1c1cccc(F)c1 (centres undefined),-14,3,0,-7,9,6,-2,0.94,1.1
O=C(CSCc1ccccc1Cl)NN=C1CCCCCC1,12,-6,10,-2,14,4,16,0.96,0.88
CCCN(CC(=O)Nc1ccccc1C)C(=O)c1ccc2[nH]c3c(c2c1)CC(C)CC3 (centres undefined),-9,8,17,-3,16,-91,23,1.9,1.1
CCOC(=O)C1CCN(c2nnc(N3CCCC3=O)s2)CC1,8,6,-1,3,1,7,-6,0.93,0.92
C=CCn1c(SCC(=O)c2c(N)n(C)c(=O)n(C)c2=O)nc2sc(C)c(C)c2c1=O,4,1,14,7,12,12,17,0.88,0.96
CCOC(=O)c1c(/N=C/N(C)C)sc(C)c1C,-1,14,-9,-3,8,-4,4,1,1
COCCn1c(=O)[nH]c2cc(C(=O)N3CCN(c4cccc(Cl)c4)CC3)ccc2c1=O,5,11,14,-4,-2,-5,-6,1.1,0.95
Cn1c(N)c(C(=O)COC(=O)c2cc3ccccc3cc2O)c(=O)n(C)c1=O,-18,-9,2,-3,1,-3,-7,1,1.2
O=C(c1ccccc1N(Cc1ccccc1)S(=O)(=O)c1ccccc1)N1CCOCC1,-7,13,0,4,4,-14,-1,1.1,1.1
C/C(=N/NC(=O)c1ccc2c(c1)OCO2)c1ccc(Br)s1,0,1,-6,8,4,5,-6,0.95,1
O=C(NCc1ccco1)c1cc(Cl)nc(Cl)c1,5,0,6,-1,-16,-6,17,1.1,0.95
Cc1cccc(N2CCN(Cc3nc(-c4cccc(Oc5ccccc5)c4)oc3C)CC2)n1,2,6,13,22,28,12,31,0.88,0.98
CCOC(=O)CN(Cc1ccccc1)C(=O)OC(C)(C)C,9,43,7,.,10,-2,13,1,0.91
CCOC(=O)Cc1csc(NC(=O)COc2ccccc2OC)n1,-24,14,5,-9,25,-15,9,1.1,1.2
CCN1C(=O)[C@@H]2[C@H](C1=O)[C@@H]1C(=O)Nc3ccccc3C(=O)N1[C@@H]2c1ccccc1,-9,21,8,1,-21,20,1,0.8,1.1
Nc1nc(-c2cccnc2)nn1C(=O)Cc1ccccc1,10,0,-13,8,7,10,2,0.9,0.9
CCc1ccccc1NC(=O)CSc1nnc([C@@H]2CCCN2C(=O)OC(C)(C)C)o1,-10,2,1,-5,25,7,22,0.93,1.1
COc1ccc(NC(=O)COc2ncnc3ccccc23)cc1S(=O)(=O)N1CCOCC1,6,-18,-6,-5,9,-7,-6,1.1,0.94
Cc1ccc(NS(=O)(=O)c2cccc([N+](=O)[O-])c2)nc1,3,13,-18,9,-1,1,-1,0.99,0.97
Cn1c(CCNC(=O)c2ccc(Cl)c(Cl)c2)nnc1SCc1ccc(Cl)c(Cl)c1,9,5,27,1,0,9,3,0.91,0.91
Cn1cccc1C(=O)OCC(=O)N1CCN(c2ccccc2)CC1,5,8,1,-2,-13,-1,-17,1,0.95

# Bioassay records (PubChem BioAssay)
